Mtb FBA inh: inhibitors of M. tuberculosis fructose-bisphosphate aldolase; purified M. tuberculosis FBA, fluorescence read-out; 360,000 tested, 2.3% active; inhibition, % at 1 µM; in the data active = inhibition above about 27%;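 note: 0% = vehicle and 100% = reference inhibitor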
Target sequence (P9WQA3 whole entry, looked up): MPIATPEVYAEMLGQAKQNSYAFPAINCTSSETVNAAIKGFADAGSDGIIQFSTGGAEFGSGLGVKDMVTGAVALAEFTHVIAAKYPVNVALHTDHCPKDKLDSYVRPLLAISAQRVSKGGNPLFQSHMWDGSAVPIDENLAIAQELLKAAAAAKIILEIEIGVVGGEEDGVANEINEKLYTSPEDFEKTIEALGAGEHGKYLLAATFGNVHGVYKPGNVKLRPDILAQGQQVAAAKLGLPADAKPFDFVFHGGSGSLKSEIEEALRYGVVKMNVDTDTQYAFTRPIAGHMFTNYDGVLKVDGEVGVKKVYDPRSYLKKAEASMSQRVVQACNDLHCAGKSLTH
BoNT A protease: BoNT A light chain protease inhibition. multiplex microsphere protease substrate cleavage, flow cytometry. inhibition, % at 10 µM. 360,000 tested, 0.17% active. AID 588499; in the data active = inhibition above about 30%; inconclusive = no clear call, values can overlap the other calls; note: plate controls were buffer without enzyme for full effect and enzyme alone for no effect
PrPC TRFRET: cell surface PrPC inhibition, primary TR-FRET screen; P04156; TR-FRET read-out; inhibition, % at 13.8 µM; 370,000 tested, 0.43% active; AID 720596; in the data active = inhibition above about 24%; note: 0% = median of the test wells and 100% = reference compound wells
UGM FP inh: inhibitors of M. tuberculosis UDP-galactopyranose mutase | purified UGM, fluorescence polarization probe displacement | 320,000 tested, 0.06% active | inhibition, % at 10 µM | AID 504406 | P9WIQ1; in the data active = inhibition above about 10%, passing the limit was not always enough; inconclusive = no clear call, values can overlap the other calls
Target sequence (P9WIQ1 whole entry, looked up): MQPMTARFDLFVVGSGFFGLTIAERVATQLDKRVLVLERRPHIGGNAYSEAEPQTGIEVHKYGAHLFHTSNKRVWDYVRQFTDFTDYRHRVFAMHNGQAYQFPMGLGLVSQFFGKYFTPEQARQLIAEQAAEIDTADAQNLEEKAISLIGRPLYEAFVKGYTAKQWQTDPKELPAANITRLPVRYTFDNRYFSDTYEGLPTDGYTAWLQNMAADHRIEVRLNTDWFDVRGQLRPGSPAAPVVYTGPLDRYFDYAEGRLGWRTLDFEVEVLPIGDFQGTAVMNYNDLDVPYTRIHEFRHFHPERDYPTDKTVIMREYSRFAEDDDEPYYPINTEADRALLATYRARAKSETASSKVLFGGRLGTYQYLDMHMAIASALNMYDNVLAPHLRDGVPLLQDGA
CCHFV vOTU inh: blocks the CCHF virus ovarian tumor domain protease. CCHFV vOTU protease, Pep-AMC fluorescence. inhibition, % at 11.5 µM. 370,000 tested, 0.55% active; note: 0% = vehicle wells with enzyme and 100% = no enzyme wells
BoNT-F LC inh: BoNT F light chain protease inhibition; Multiplex microsphere protease cleavage assay, flow cytometry; inhibition, % at 10 µM; 360,000 tested, 0.22% active; AID 588497; in the data active = inhibition above about 35%, passing the limit was not always enough; inconclusive = no clear call, values can overlap the other calls; note: plate controls were buffer without enzyme for full effect and enzyme alone for no effect
Mtb BioA inh: blocks M. tuberculosis BioA enzyme activity. 360,000 tested, 0.096% active. inhibition, % at 9.99 µM. purified M. tuberculosis BioA enzyme, plate reader. AID 602481; in the data active = inhibition above about 40%; inconclusive = no clear call, values can overlap the other calls
GDH-TPI counter: inhibits GDH-TPI coupling enzymes, artifact for Mtb FBA screen | 360,000 tested, 1.2% active | GDH-TPI coupled enzyme counterscreen, NADH absorbance | inhibition, % at 4.8 µM;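 note: 0% = DMSO wells and 100% = wells lacking the enzyme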
FadD28 binding: blocks FadD28 binding to the bisubstrate probe; inhibition, % at 12.5 µM; fluorescence polarization; AID 588549; 360,000 tested, 0.22% active; in the data active = inhibition above about 8.5%, passing the limit was not always enough; inconclusive = no clear call, values can overlap the other calls
Starred values were filed as active, the others as inactive; ? = inconclusive; . = no result given. Cut-off read from the data, not from the text of the source, unless noted: active = inhibition above about 30%; inactive = the rest.

SMILES	Mtb FBA inh	BoNT A protease	PrPC TRFRET	UGM FP inh	CCHFV vOTU inh	BoNT-F LC inh	Mtb BioA inh	GDH-TPI counter	FadD28 binding
O=C(NCc1cccs1)C1CCN(S(=O)(=O)c2cccs2)CC1	3	0.3	5	-2.2	-4	-5	-1.3	-2	0.1
Cc1ccc(/C=[N+](\[O-])c2ccccc2C)o1	-3	0.9	-8	0.0	6	8	0.2	0	-3.0
Cc1cc(C)c2c(c1)N[C@H](c1cccs1)[C@@H]1CCO[C@H]21	0	-0.4	5	2.0	7	2	0.4	13	-1.1
CCC(C)C(NC(N)=O)C(=O)Nc1ccc(OCc2ccccc2)cc1 (configuration not stated)	0	0.0	-3	0.8	-8	-6	0.3	-5	-3.6
CS(=O)(=O)c1ccc(Cl)c(NC(=O)COc2ccc3c(c2)CCC3)c1	-1	.	3	.	19	.	-0.8	1	-2.8
Cc1cccc(C2CC3(CC(C)(C)NC(=S)N3)Oc3cc(O)ccc32)c1 (configuration not stated)	-2	0.8	-7	1.3	-4	-4	1.6	1	-6.6
CCOc1ccc(-n2c(O)c(C=NCCCn3ccnc3)c(=O)[nH]c2=O)cc1	2	-0.9	-4	0.7	11	-7	-1.4	3	-3.4
CCOc1ccc(NC(=O)CNC(=O)c2ccc(OC)c(OC)c2)cc1	3	0.4	6	-2.0	-8	-31	-1.5	-2	-1.7
CCCn1c(SCCc2ccccc2)nc2c1c(=O)[nH]c(=O)n2C	0	1.9	10	-0.3	10	34	-1.2	10	-1.3
CNS(=O)(=O)c1cccc(C(=O)OCCCC(=O)c2ccccc2)c1	2	0.4	9	1.0	-5	0	2.3	4	-2.4
COc1ccc(C(C)=O)cc1CC(=O)NCCCn1ccnc1	0	0.1	-3	0.8	-14	0	1.4	3	-3.4
Cc1ccc(OCC(=O)NCCNC(=O)c2ccco2)cc1	-1	-4.2	2	4.5	13	-12	-1.3	-9	-0.3
O=C(CN1C(=O)c2ccccc2C1=O)OCc1nc2ccsc2c(=O)[nH]1	-4	4.9	2	1.6	-5	3	-1.5	-4	-2.1
COc1ccc(CN2C(=O)C(CC(=O)NCC3CCCCC3)CC(C(=O)N(C(C)C)C(C)C)=C2C)cc1 (configuration not stated)	2	-0.2	0	.	19	-6	-0.3	7	-3.0
CCNC(=O)C1CCCN(C(=O)c2cccc(C#N)c2)CC1 (configuration not stated)	2	0.2	4	.	19	-1	1.4	-4	0.6
O=C(Nc1ccccc1N1CCCCC1)c1cnccn1	-2	-0.5	5	1.5	12	-4	2.0	2	-0.6
CCNC(=S)N1CCc2cc(OC)c(OC)cc2C1COc1ccc(OC)cc1 (configuration not stated)	-2	-0.8	-3	-2.7	7	-10	.	-4	-0.8
CCCCNc1ncnc2c1cnn2-c1ccccc1	5	0.0	14	0.4	-3	2	0.3	-7	-2.1
CCC(=O)N=C1SC2CS(=O)(=O)CC2N1c1cccc(OC)c1 (configuration not stated)	2	-0.6	3	1.5	-2	-8	-0.3	-4	-1.9
Cc1c(Cl)cccc1NS(=O)(=O)c1cccc2nsnc12	2	1.4	0	0.5	24	-2	-2.8	6	1.2
O=C(Nc1cccc2nsnc12)c1cc2c(cc1Cl)Sc1nccn1S2(=O)=O	7	0.3	-7	.	-16	-2	.	13	0.2
CC(C)OCCCn1c(SCC(=O)N2CCCC2=O)nc2ccccc2c1=O	-1	2.6	-3	-0.8	-5	6	-0.7	0	-2.4
COc1ccc(/C=N/NC(=O)c2ccc(CSc3nc(C)cc(C)n3)cc2)c(OC)c1OC	0	0.7	4	-0.9	6	-2	.	17	0.2
CC[C@@]12C(=O)N(c3ccc(OC)cc3)C(=O)N1[C@H](c1ccc(Cl)cc1)[C@@H]1C(=O)N(C3CCCCC3)C(=O)[C@@H]12	0	-0.8	-6	-1.8	-5	-3	-0.4	10	-0.9
CC(=O)N(Cc1ccc(Cl)cc1)c1cnccn1	5	0.4	9	-1.4	3	-6	0.0	3	0.8
O=C(O)c1ccc2oc(=O)c(S(=O)(=O)c3ccccc3)cc2c1	-1	-1.1	4	-2.1	-8	-5	-1.4	25	-1.2
Cc1cccc2cc(C(c3nnnn3C(C)(C)C)N(Cc3ccco3)CC3CCCO3)c(=O)[nH]c12 (configuration not stated)	2	2.9	-1	0.0	13	4	-2.0	4	-1.1
Cc1ccc(C)c(NC(=O)/C(C#N)=C/c2ccc[nH]2)c1	-3	1.3	-7	-2.4	1	8	-1.9	31*	-5.6
Oc1cccc(NC(=S)N=Nc2c(O)[nH]c3ccc(Br)cc23)c1	-13	1.2	-10	0.8	0	-43	-0.8	11	-4.8
Cc1ccccc1OCC(=O)NCC(=O)OCc1ccc(Br)cc1	3	1.5	-2	2.0	11	6	-0.4	9	-3.6

Pulled by compound from the list above:
SMILES	Mtb FBA inh	BoNT A protease	PrPC TRFRET	UGM FP inh	CCHFV vOTU inh	BoNT-F LC inh	Mtb BioA inh	GDH-TPI counter	FadD28 binding
COc1ccc(/C=N/NC(=O)c2ccc(CSc3nc(C)cc(C)n3)cc2)c(OC)c1OC	0	0.7	4	-0.9	6	-2	.	17	0.2
Oc1cccc(NC(=S)N=Nc2c(O)[nH]c3ccc(Br)cc23)c1	-13	1.2	-10	0.8	0	-43	-0.8	11	-4.8

Carrying on.
SMILES	Mtb FBA inh	BoNT A protease	PrPC TRFRET	UGM FP inh	CCHFV vOTU inh	BoNT-F LC inh	Mtb BioA inh	GDH-TPI counter	FadD28 binding
COc1ccc(CCN(C)C(=O)c2cc(=O)c3ccccc3o2)cc1OC	50*	-0.7	-4	-0.2	-2	-2	3.1	3	-2.1
O=C1c2ccccc2NC(c2ccccc2)N1Cc1ccccc1 (configuration not stated)	63*	0.7	-2	4.1	-90	?	0.0	-8	-5.8
NS(=O)(=O)c1ccc(NNC(=O)c2ccccc2C(=O)O)cc1	1	.	2	0.9	-6	.	-1.0	2	-3.9
O=C1NC(c2ccccc2)CCO1 (configuration not stated)	0	-0.2	-5	-0.8	4	4	-1.1	6	-0.8
O=[N+]([O-])c1cn(Cc2ccccc2)cn1	0	-2.3	4	-1.0	5	-7	.	0	-1.5
CCCNC(=O)C(Cc1ccccc1F)NC(=O)c1ccccn1 (configuration not stated)	5	0.1	2	-0.3	6	-5	-2.5	-3	-0.4
NNC(=O)c1cc2ccccc2[nH]1	-5	1.5	5	1.0	1	-6	.	18	-4.1
Cc1cc(=O)[nH]c(SCC(=O)N2c3ccccc3CC2C)n1 (configuration not stated)	1	-1.0	-6	1.7	3	1	1.4	-8	-1.3
Cc1ccc(CNc2cccnc2)cc1	1	0.2	11	-4.6	-3	15	-1.5	-2	0.1
Cc1ccc(C(=O)NCCn2cc(SCC(=O)Nc3cc(C)on3)c3ccccc32)cc1	5	-0.9	9	1.0	-3	-14	-0.6	-4	-0.1
COc1ccc(CN2C(=O)CC(=O)NC2=O)cc1	-4	?	1	2.2	1	1	0.7	4	-0.7
CC(C)c1cc(-c2cc(C(=O)Nc3ccccc3)on2)nc(NC2CCCC2)n1	-3	0.1	-4	-0.6	5	3	-0.8	-4	-8.2
COc1cc(Cl)c(C)cc1NC(=O)COC(=O)C1CC1C (configuration not stated)	7	-5.8	3	2.2	10	-15	0.1	7	-1.9
Cn1nccc1-c1coc2c(C(=O)NCc3ccccc3)cccc12	2	0.1	5	.	-9	3	6.3	4	-1.6
CCOCC(=O)Nc1ncc(S(=O)(=O)c2ccc([N+](=O)[O-])cc2)s1	-2	-0.8	-11	0.3	0	-8	3.9	9	-0.5
O=C(CSCc1c(F)cccc1Cl)Nc1ccccc1C(=O)N1CCOCC1	4	-0.1	4	-1.0	10	2	-2.6	4	3.2
O=C(NCC(c1ccco1)N1CCN(c2ccc(F)cc2)CC1)c1cccs1 (configuration not stated)	0	2.4	-4	3.0	4	-4	9.8	-1	-1.2
COC(=O)c1cc(S(=O)(=O)NCC(C)c2ccccc2)cn1C (configuration not stated)	1	3.4	-9	1.0	8	0	3.0	0	0.6
Cn1cnc(S(=O)(=O)NC2CCN(Cc3ccccc3)CC2)c1	3	-1.6	-5	1.3	5	-2	-1.9	1	-3.0
O=S1(=O)CCN2N=C(C34CC5CC(CC(C5)C3)C4)SC2=N1	0	0.2	0	2.8	8	-1	.	-3	-0.4
O=C(CSc1nc2sc3c(c2c(=O)n1-c1ccccc1)CCCC3)N/N=C/c1ccccc1C(=O)O	2	-0.5	.	1.5	.	8	-1.2	4	1.4
CCOC(=O)c1sc(NC(=O)CN2C(=O)NC3(CC(C)CC(C)(C)C3)C2=O)cc1C (configuration not stated)	-1	-0.7	0	.	13	?	.	2	-31
CCOc1ccc(N(CC(=O)N2CCCCCC2)S(C)(=O)=O)cc1	-1	3.4	-2	-1.3	10	-6	0.0	6	-2.7
c1ccc(CCCN2CCOCC2)cc1	1	?	7	-0.6	5	?	-2.8	21	-0.9
Cc1ccc(CCC(=O)Nc2ccc(N(C)C)cc2)o1	0	1.3	-4	-1.8	-12	-12	-1.0	6	-2.5
COc1ccc(S(=O)(=O)N2CCCC2CNC(=O)C(=O)Nc2ccc(C)cc2)cc1 (configuration not stated)	4	.	0	0.9	0	.	0.3	-7	-4.6
NS(=O)(=O)c1ccc(CCNC(=O)CSc2ccc(Cl)cc2)cc1	-2	0.2	8	2.4	-2	-2	-4.0	2	-3.6

Among those listed so far, these have two or more sulfur atoms:
SMILES	Mtb FBA inh	BoNT A protease	PrPC TRFRET	UGM FP inh	CCHFV vOTU inh	BoNT-F LC inh	Mtb BioA inh	GDH-TPI counter	FadD28 binding
O=C(NCc1cccs1)C1CCN(S(=O)(=O)c2cccs2)CC1	3	0.3	5	-2.2	-4	-5	-1.3	-2	0.1
CCC(=O)N=C1SC2CS(=O)(=O)CC2N1c1cccc(OC)c1 (configuration not stated)	2	-0.6	3	1.5	-2	-8	-0.3	-4	-1.9
Cc1c(Cl)cccc1NS(=O)(=O)c1cccc2nsnc12	2	1.4	0	0.5	24	-2	-2.8	6	1.2
O=C(Nc1cccc2nsnc12)c1cc2c(cc1Cl)Sc1nccn1S2(=O)=O	7	0.3	-7	.	-16	-2	.	13	0.2
CCOCC(=O)Nc1ncc(S(=O)(=O)c2ccc([N+](=O)[O-])cc2)s1	-2	-0.8	-11	0.3	0	-8	3.9	9	-0.5
O=S1(=O)CCN2N=C(C34CC5CC(CC(C5)C3)C4)SC2=N1	0	0.2	0	2.8	8	-1	.	-3	-0.4
O=C(CSc1nc2sc3c(c2c(=O)n1-c1ccccc1)CCCC3)N/N=C/c1ccccc1C(=O)O	2	-0.5	.	1.5	.	8	-1.2	4	1.4
NS(=O)(=O)c1ccc(CCNC(=O)CSc2ccc(Cl)cc2)cc1	-2	0.2	8	2.4	-2	-2	-4.0	2	-3.6
